Source: PubChem BioAssay
CR mimetic SO: caloric restriction mimetics inhibiting age-related superoxide in yeast. 330,000 tested, 0.18% active. AID 2690. S. cerevisiae aged cells, superoxide DHE fluorescence; stronger effect = lower value. superoxide response (% of plate mean), % at 10 µM;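 active means superoxide response under a set limit, about three screen SD below normal, cut at about 65% in these data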;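 further: yeast aged for seven days with compound at 30 °C before DHE staining; 100% = average MFI of all compound-treated wells on the plate with controls excluded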
LAP4 TOR yeast: yeast TOR pathway LAP4-GFP modulation; AID 2023; S. cerevisiae LAP4-GFP multiplex, flow cytometry GFP, 3 h; median GFP as percent of DMSO wells; 320,000 tested, 0.34% active; GFP response vs DMSO, % at 10 µM;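 active means GFP response vs DMSO above a set limit, about the screen mean plus 3 SD, cut at about 150% in these data; inconclusive means under 70 cell events counted for the yeast strain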
RPL19A TOR yeast: modulators of TOR pathway RPL19A-GFP in S. cerevisiae; S. cerevisiae RPL19A-GFP strain, flow cytometry, 3 h; stronger effect = lower value; percent response vs DMSO, % at 10 µM; 330,000 tested, 0.3% active; AID 2025;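 active means percent response vs DMSO below 50%; inconclusive means fewer than 70 events counted for the yeast strain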;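 further: median channel GFP fluorescence of the barcoded RPL19A-GFP strain; ratio of sample median GFP to plate DMSO average so 100% = DMSO; lower means less RPL19A-GFP as with rapamycin TOR inhibition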
MEP2 TOR yeast: modulators of TOR pathway MEP2-GFP in S. cerevisiae; AID 2016; S. cerevisiae MEP2-GFP strain, flow cytometry GFP, 3 h; 100% = DMSO control level; GFP response vs DMSO, % at 10 µM; 330,000 tested, 0.51% active;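 active means GFP response versus DMSO above a set limit, roughly screen mean plus 3 SD, cut at about 180% in these data; inconclusive means fewer than 70 cells counted for a yeast strain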;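 further: median GFP fluorescence of the barcode-gated MEP2-GFP cells per well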
Efflux pump inh: inhibitors of Candida antifungal efflux pumps expressed in yeast; inhibition, % at 10 µM; S. cerevisiae Candida pump triplex, Nile Red efflux; 330,000 tested, 0.44% active; AID 485275;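 active means plate passing quality check with inhibition over a set limit, or well fluorescence over plate mean plus 4 SD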;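 further: Nile Red retained in pooled yeast measured as flow cytometry median fluorescence; 0% = buffer negative control and 100% = Enniatin B positive control; higher means more Nile Red kept so more efflux inhibition; some compounds called inactive have numbers as strong as hits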
AHR activator: human AHR activation | P35869 | AHR-responsive luciferase reporter cells, luminescence | activation, % at 5 µM | 320,000 tested, 2.5% active | AID 2796; in the data active means activation above about 47%;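 further: 0% = vehicle wells and 100% = reference agonist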
Target sequence (P35869 whole entry, looked up): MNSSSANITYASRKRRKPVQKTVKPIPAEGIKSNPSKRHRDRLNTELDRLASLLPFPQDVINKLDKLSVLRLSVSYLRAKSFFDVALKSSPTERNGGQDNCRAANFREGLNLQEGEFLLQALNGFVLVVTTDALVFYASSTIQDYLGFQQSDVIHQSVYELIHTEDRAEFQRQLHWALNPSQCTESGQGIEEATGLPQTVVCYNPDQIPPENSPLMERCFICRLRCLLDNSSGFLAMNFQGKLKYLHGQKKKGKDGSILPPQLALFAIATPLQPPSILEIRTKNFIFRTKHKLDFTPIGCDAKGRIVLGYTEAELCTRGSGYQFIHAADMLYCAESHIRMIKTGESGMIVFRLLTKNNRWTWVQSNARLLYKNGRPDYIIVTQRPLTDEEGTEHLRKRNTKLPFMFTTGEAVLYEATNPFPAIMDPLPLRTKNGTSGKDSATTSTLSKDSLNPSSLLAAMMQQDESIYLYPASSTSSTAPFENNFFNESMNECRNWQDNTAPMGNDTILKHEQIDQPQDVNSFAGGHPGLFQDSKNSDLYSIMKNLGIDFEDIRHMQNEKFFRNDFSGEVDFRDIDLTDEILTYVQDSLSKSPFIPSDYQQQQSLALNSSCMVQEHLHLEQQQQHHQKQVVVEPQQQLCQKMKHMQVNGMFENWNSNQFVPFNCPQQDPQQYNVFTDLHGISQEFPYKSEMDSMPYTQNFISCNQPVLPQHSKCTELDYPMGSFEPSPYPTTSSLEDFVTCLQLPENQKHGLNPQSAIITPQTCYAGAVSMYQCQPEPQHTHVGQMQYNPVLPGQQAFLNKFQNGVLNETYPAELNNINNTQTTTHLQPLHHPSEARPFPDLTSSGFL
CIT2 TOR yeast: modulators of TOR pathway CIT2-GFP in S. cerevisiae; S. cerevisiae CIT2-GFP strain, flow cytometry, 3 h; 100 means same as DMSO wells; GFP response vs DMSO, % at 10 µM; 320,000 tested, 0.065% active; AID 2029;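 active means GFP response relative to DMSO above a set limit, near the screen mean plus 3 SD, cut at about 150% in these data; inconclusive means Fewer than 70 cells measured for a yeast strain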;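 further: ratio of well median GFP fluorescence to mean of DMSO wells on the plate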
AGP1-GFP MLPCN: yeast TOR pathway AGP1-GFP modulation; S. cerevisiae AGP1-GFP multiplex flow cytometry, 3 h; GFP as percent of DMSO wells; GFP response vs DMSO, % at 10 µM; 320,000 tested, 0.02% active;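 active means GFP response relative to DMSO above a set limit, near screen average plus 3 SD, cut at about 150% in these data; inconclusive means fewer than 70 cells counted for the yeast strain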;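 further: median GFP channel fluorescence of the gated AGP1 strain per well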
Starred values were filed as active, the others as inactive; ? = inconclusive; / = no result given; [ ] = another dose, or the depositor's remark.

SMILES | CR mimetic SO | LAP4 TOR yeast | RPL19A TOR yeast | MEP2 TOR yeast | Efflux pump inh | AHR activator | CIT2 TOR yeast | AGP1-GFP MLPCN
COc1ccc(NC(=O)/C(=C\c2ccc(OC)c(OC)c2)NC(=O)c2ccco2)cc1 | 104 | 95 | 101 | 100 | 0.1 | -5 | 101 | 102
Cc1cccn2c(=O)c(/C=N/O)c(NCc3ccccc3)nc12 | 104 | 98 | 95 | 88 | 0.2 | 33 | 97 | 103
N#Cc1cn(OCc2ccccc2)c(=O)[nH]c1=O | 92 | 105 | 108 | 133 | -0.2 | 2 | 111 | 106
O=S(N1CCc2ccccc21)C12CC3CC(CC(C3)C1)C2 (configuration not stated) | 95 | 101 | 109 | 109 | 0.3 | 3 | 91 | 100
CC(C)c1cccc(C(C)C)c1NC(=O)CNCc1ccccc1F | 87 | 99 | 102 | 107 | 0.0 | 5 | 96 | 99
O=C1N/C(=C/c2ccc(N3CCCC3)cc2)C(=O)N1c1ccccc1 | 113 | 90 | 96 | 101 | 0.1 | 15 | 101 | 97
CCOc1cc(S(=O)(=O)NCCc2ccc(OC)c(OC)c2)c(OCC)cc1-n1cnnn1 | 98 | 90 | / | 93 | 0.1 | -1 | 90 | 89
COC(=O)c1ccc(S(=O)(=O)N(Cc2ccccc2)Cc2ccccc2)n1C | 76 | 105 | 94 | 92 | 0.1 | 0 | 98 | 99
Cc1cc(NC(=O)c2cccc(N3C(=O)CCC3=O)c2)no1 | 115 | 99 | 97 | 98 | 0.2 | 10 | 94 | 97
COc1ccc(NC(=O)Nc2ccc3nc(C)c(C)nc3c2)cc1 | 105 | 88 | 99 | 102 | 0.1 | -8 | 89 | 100
O=C(CCC(=O)N1CCOc2ccc(Cl)cc21)NCCCN1CCN(Cc2ccccc2)CC1 | 96 | 109 | 97 | 104 | -0.2 | -1 | 98 | 104
CN(C)C(CNC(=O)/C=C/c1cccc(Cl)c1)c1ccccc1 (configuration not stated) | 109 | 101 | 92 | 95 | -0.2 | 5 | 96 | 91
COc1ccc(CNC(=O)c2cccc(NC3=NC4CS(=O)(=O)CC4S3)c2)cc1 (configuration not stated) | 111 | 93 | 92 | 94 | 0.1 | 2 | 96 | 98
CCCCC(=O)c1c(C)cc(C)[nH]c1=O | 104 | 84 | 93 | 90 | 0.0 | -2 | 95 | /
COc1ccc(NC(=O)Nc2cccc(C)n2)c(OC)c1 | 99 | 102 | 104 | 113 | 0.6 | 0 | 98 | 89
COCCNCC(O)CON=C1c2ccccc2-c2ccccc21 (configuration not stated) | 109 | 95[may fluoresce violet] | 48*[may fluoresce violet] | 170[may fluoresce violet] | 0.1 | 25 | ? | 22[may fluoresce violet]
CC(C)[C@@]1(c2ccc(Cl)cc2)ON(c2ccccc2C(F)(F)F)C1=O | 79 | 96[may fluoresce violet] | 57[may fluoresce violet] | 147[may fluoresce violet] | -0.1 | 7 | ? | 20[may fluoresce violet]
COc1ccc(NC(=O)C2C3C=CC4(O3)C2C(=O)N(CCN2CCCCC2)C4C(=O)NC2CCCC(C)C2C)cc1 (configuration not stated) | 94 | 102 | 108 | 117 | 0.6 | 2 | 93 | 100
c1ccc(OCCCN2CCCC2)cc1 | 87 | 96 | / | 100 | -1.0 | -1 | 99 | 100
O=C(Nc1ccc(SC(F)F)cc1)C1=CC=CN2CCS(=O)(=O)N=C12 | 108 | 102 | 101 | 103 | -0.1 | 4 | 105 | 100
Cc1ccoc1C(=O)NCc1occc1C(=O)O | 110 | 103 | 100 | 102 | 0.0 | -1 | 99 | 105
CCN(CC)CCn1c(NC(=O)c2ccc(Cl)cc2)nc2ccccc21 | 97 | ? | ? | ? | -0.2 | 16 | ? | ?
Clc1ccc(SCNc2ccccc2Cl)cc1 | 98 | 92 | 103 | 105 | -0.1 | 0 | 115 | 102
COc1ccc(CNC(=S)NCc2ccc(Cl)cc2)cc1OC | 148 | 73 | 111 | 100 | -0.1 | 2 | 95 | 93
CCOC(=O)c1sc2nc(C)nc(NCc3ccccc3)c2c1C | 98 | 111 | 100 | 105 | 0.0 | 2 | 94 | 103
CCOCC(=O)Nc1c(C(=O)N2CCN(c3ncccn3)CC2)oc2ccccc12 | 106 | 104 | 101 | 105 | 0.1 | -5 | 100 | 102
CCc1ccc(CN(C)C(=O)c2cc(COc3cc(C)c(Cl)c(C)c3)on2)nc1 | 107 | 88 | 93 | 95 | 0.1 | -3 | 81 | 85
COc1ccc2c(c1)c1ncn(CCCN3CCOCC3)c(=O)c1n2C | 99 | 102 | 102 | 100 | 0.1 | 19 | 101 | 102
CCc1ccc(C(=O)N/N=C/c2ccncc2)s1 | 100 | 82 | 107 | 102 | 0.0 | / | 81 | 86
Cc1nc(N2CCOCC2)[nH]c(=O)c1C(O)C(Cl)(Cl)Cl (configuration not stated) | 99 | 103 | 97 | 96 | -0.1 | 11 | 103 | 102
O=C(NC(=S)NNC(=O)c1ccccc1[N+](=O)[O-])c1ccccc1 | 92 | 97 | 96 | 98 | -0.1 | 12 | 105 | 85
O=C(Nc1cccc(CNCCc2c[nH]c3ccccc23)c1)c1ccccc1Cl | 88 | 94 | 114 | 114 | 0.2 | 6 | 111 | 109
O=C(c1ccccc1)c1cc([N+](=O)[O-])ccc1N1CCOCC1 | 102 | 95 | 101 | 106 | 0.5 | -1 | 98 | 97
CCOC(=O)Cn1c(=O)oc2ccc(C)cc21 | 107 | 95 | 87 | 84 | 0.2 | 1 | 88 | 91
COc1ccc(/C=C/C(=O)NC2CCS(=O)(=O)C2)cc1 (configuration not stated) | 98 | 103 | 108 | 107 | 0.0 | 0 | 111 | 119
CCOC(=O)c1c(/N=C/c2cccc(C)c2O)sc2c1CCN(C)C2 | 126 | 97 | 106 | 102 | 0.4 | 14 | 93 | 103
Cc1cc2c(=O)[nH]cnc2s1 | 82 | 99 | 101 | 97 | 0.1 | 3 | 98 | 93
CCCC(=O)O/N=C(\c1ccccc1)c1ccncc1 | 93 | 94 | 95 | 98 | -0.1 | 4 | 93 | 92
O=C(Nc1ccc2c(c1)OCO2)N1CCN(C(=O)C2CCCO2)CC1 (configuration not stated) | 118 | 98 | 105 | 101 | -0.2 | 20 | 98 | 105
COc1ccc(NC(=O)Nc2cnccn2)cc1OC | 102 | 113 | 112 | 102 | -3.1 | 20 | 116 | 117
CCNC(=S)Nc1cc(Cl)ccc1Oc1ccccc1 | 90 | 87 | 98 | 99 | 0.1 | 7 | 95 | 94
CCCCCNC1=CC(=O)CC(c2ccccc2)C1 (configuration not stated) | 92 | 103 | 102 | 104 | 0.0 | 7 | 107 | 105
CS(=O)(=O)Nc1ccc(C(=O)NC2CCCCC2)cc1 | 98 | 99 | 98 | 95 | 0.1 | -1 | 94 | 101
Cc1c(-c2ccco2)[n+](=O)c2c(n1[O-])CCC2 | 103 | 92 | 95 | 98 | 0.0 | 0 | 103 | 97
Cc1cccc(Nc2nc(-c3ccccc3)cs2)n1 | 100 | 93 | 97 | 102 | -0.1 | 96* | 90 | 92
CCN(CC)CCOCCOc1ccccc1F | 92 | 91 | 103 | 101 | 0.1 | -1 | 98 | 104
Cc1ccc(S(=O)(=O)N(C)CC(=O)N2CCOCC2)cc1 | 87 | 97 | 100 | 99 | 0.0 | -1 | 108 | 104
CN(CC(=O)Nc1ccccc1Cl)C(=O)COC(=O)c1ccc([N+](=O)[O-])s1 | 112 | 101 | 99 | 95 | -0.3 | 0 | 99 | 104
CC(C)COc1cccc(C(=O)NNC(=O)C2COc3ccccc3O2)c1 (configuration not stated) | 94 | 100 | 99 | 97 | 0.2 | 3 | 94 | 102
COCCNC(=O)C(c1cccs1)N(C(=O)Cn1nnc2ccccc21)c1ccc2c(c1)OCO2 (configuration not stated) | 96 | 94 | 94 | 98 | 0.1 | 2 | 98 | 97
COc1ccc(C)cc1S(=O)(=O)Nc1cc2c3c(c1)CC(=O)N3CCC2 | 102 | 127 | 101 | 101 | -0.1 | 26 | 96 | 109
CNC(=O)c1[nH]cnc1C(=O)NCC(=O)OC(C)(C)C | 96 | 127 | 92 | 98 | 0.2 | 9 | 70 | 77
Cc1ccc(OCC(=O)N2CCOCC2)c([N+](=O)[O-])n1 | 92 | 103 | 100 | 111 | 0.4 | 1 | 96 | 103
CC1(c2nnc(-c3cccc(Cl)c3)o2)CC(c2c(Cl)cccc2Cl)=NO1 (configuration not stated) | 109 | 100 | 93 | 91 | -0.2 | 13 | 89 | 87
COCCn1c(SCC(=O)c2[nH]c(C)c(C(C)=O)c2C)nc2ccccc2c1=O | 99 | 90 | 99 | 98 | 0.2 | 15 | 91 | 100
O=C1NC2(CCOc3ccccc32)C(=O)N1CC(=O)N(Cc1ccccc1)C1CCS(=O)(=O)C1 (configuration not stated) | 122 | 97 | 94 | 101 | 0.2 | 3 | 92 | 101
NNC(=O)c1ccc(COc2ccc3c(c2)CCC3)o1 | 106 | 112 | 90 | 93 | 0.1 | 59* | 83 | 113
Cc1ccsc1C(=O)OCC(=O)N1CCc2ccccc2C1 | 101 | 113 | 97 | 108 | 0.2 | 1 | 98 | 104
O=C(Nc1ncccc1O)c1ccc2ccccc2c1 | 100 | 84 | 102 | 96 | 0.0 | 19 | 104 | 92
CC1=C(C(=O)OC(C)C)C(c2cccs2)NC(=O)N1 (configuration not stated) | 103 | 102 | 113 | 106 | 0.0 | 0 | 107 | 102

More results.
SMILES | CR mimetic SO | LAP4 TOR yeast | RPL19A TOR yeast | MEP2 TOR yeast | Efflux pump inh | AHR activator | CIT2 TOR yeast | AGP1-GFP MLPCN
CCn1c(CNS(=O)(=O)c2ccc(Cl)cc2)n[nH]c1=S | 105 | 90 | 96 | 102 | -0.1 | -4 | 100 | 94
CCN(C(=O)CCN1C(=O)c2ccccc2C1=O)C1CCCCC1 | 99 | 98 | 92 | 96 | 0.0 | 0 | 93 | 95
Cc1cc(F)ccc1NC(=O)C1CSC2(C)CCC(=O)N12 (configuration not stated) | 103 | 107 | 99 | 106 | 0.0 | -3 | 98 | 102
C=CC(=O)NCC1OCCc2ccccc21 (configuration not stated) | 105 | 97 | 100 | 95 | -0.1 | -1 | 105 | 104
COc1ccc(OC)c(C2C(C(N)=O)=C(C)Nc3nc(-c4cccc(Cl)c4)nn32)c1 (configuration not stated) | 104 | 102 | 97 | 102 | 0.1 | 11 | 96 | 98
CCn1c(CSc2nnc(-c3ccncc3)n2CCOC)nc2cc(C(=O)O)ccc21 | 95 | 102 | 101 | 99 | 0.1 | -1 | 102 | 102
NC(=NC(=O)c1ccccc1)N1CCN(C(c2ccccc2)c2ccccc2)CC1 | 96 | 99 | 94 | 94 | 0.0 | -1 | 95 | 100
COc1ccc(Cl)cc1NC(=O)COC(=O)Cc1cccs1 | 91 | 117 | 100 | 104 | 0.2 | 10 | 91 | 100
CCOc1ccc(NC(=O)c2cccc(-n3cccc3)c2)cc1S(=O)(=O)N1CCOCC1 | 104 | 98 | 98 | 99 | 0.3 | 8 | 98 | 96
Cc1ccc(-n2c(SCC(=O)Nc3ccc4c(c3)OCO4)nnc2-c2ccoc2C)cc1 | 102 | 98 | 100 | 103 | -0.2 | 0 | 96 | 100

No enrichment for hits; 3.9% or so of the library scored in one or more.
